MBNL1 CUG block: blocks human MBNL1 binding to CUG repeat RNA; TR-FRET MBNL1-His/biotin-(CUG)12 binding, 665/545 ratio; Potency, µM (series often up to 57.5 µM), for the others: at the highest dose activity change, negative = inhibition, usual class: inhibitors; Q9NR56; 280,000 tested, 0.036% active; active = well fitted inhibition curve with a large enough effect in the signal ratio, with a control signal flat, not every such curve was filed as active; inconclusive = small, poorly fitted or top-dose-only effect, or effect the other way, or a change in a side signal; inactive = no such curve, though single readings can be large or run the other way; the % refers to the signal ratio; note: potency is the fitted concentration of half-maximal effect; % is set by controls: 0 for no effect and ±100 for the full control effect
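Inhibition of protein-RNA binding appears as loss of TR-FRET between terbium anti-His antibody on MBNL1-His and streptavidin-XL665 on biotin-(CUG)12. Activity is normalized to buffer-only and uninhibited-complex controls.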
Menin MLL FP TR: inhibitors of human menin-MLL interaction, mutant MLL peptide | O00255 | Menin + Texas Red MLL mutant peptide, fluorescence polarization | Potency, µM (titrated, usually from 61.6 µM), for the others: at the highest dose FP activity change, negative = inhibition, usual class: inhibitors | 270,000 tested, 0.23% active | AID 1768; active = well fitted inhibition curve with a large enough effect in the polarisation, with a control signal flat, not every such curve was filed as active; inconclusive = small, poorly fitted or top-dose-only effect, or effect the other way, or a change in a side signal; inactive = no such curve, though single readings can be large or run the other way; the % refers to the polarisation; note: potency is the fitted concentration of half-maximal effect; % of control where 0% means no effect; many of its hits are not listed in these tables
Target sequence (O00255 whole entry, looked up): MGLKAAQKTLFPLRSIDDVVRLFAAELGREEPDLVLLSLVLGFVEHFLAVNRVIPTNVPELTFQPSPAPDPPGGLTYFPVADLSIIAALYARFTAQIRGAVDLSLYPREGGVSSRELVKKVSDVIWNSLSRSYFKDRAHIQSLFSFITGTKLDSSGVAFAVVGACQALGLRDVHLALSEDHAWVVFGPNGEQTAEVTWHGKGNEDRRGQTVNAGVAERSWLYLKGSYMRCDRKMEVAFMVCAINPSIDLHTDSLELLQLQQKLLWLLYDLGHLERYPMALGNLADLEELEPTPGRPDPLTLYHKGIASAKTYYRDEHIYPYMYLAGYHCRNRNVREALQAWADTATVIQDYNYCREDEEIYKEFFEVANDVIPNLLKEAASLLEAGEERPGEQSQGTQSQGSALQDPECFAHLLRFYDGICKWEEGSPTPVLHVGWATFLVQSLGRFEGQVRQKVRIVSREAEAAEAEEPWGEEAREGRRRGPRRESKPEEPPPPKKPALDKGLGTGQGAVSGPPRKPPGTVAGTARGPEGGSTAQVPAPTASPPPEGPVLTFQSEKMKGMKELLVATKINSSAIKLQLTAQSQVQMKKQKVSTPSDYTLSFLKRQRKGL
TSG101-PTAP inh: blocks PTAP/TSG101 interaction to inhibit HIV-1 budding; Q99816; Fluorescence polarization, FITC-PTAP peptide / Tsg101 binding; Potency, µM (highest dose often 115 µM), inactives show at the highest dose activity change, negative = inhibition, actives largely listed as inhibitors; 340,000 tested, under 10 active; AID 493005; active = well fitted inhibition curve with a large enough effect in the main read-out, with a control signal flat, not every such curve was filed as active; inconclusive = small, poorly fitted or top-dose-only effect, or effect the other way, or a change in a side signal; inactive = no such curve, though single readings can be large or run the other way; note: potency is the fitted concentration of half-maximal effect; % of control where 0% means no effect
Target sequence (Q99816 whole entry, looked up): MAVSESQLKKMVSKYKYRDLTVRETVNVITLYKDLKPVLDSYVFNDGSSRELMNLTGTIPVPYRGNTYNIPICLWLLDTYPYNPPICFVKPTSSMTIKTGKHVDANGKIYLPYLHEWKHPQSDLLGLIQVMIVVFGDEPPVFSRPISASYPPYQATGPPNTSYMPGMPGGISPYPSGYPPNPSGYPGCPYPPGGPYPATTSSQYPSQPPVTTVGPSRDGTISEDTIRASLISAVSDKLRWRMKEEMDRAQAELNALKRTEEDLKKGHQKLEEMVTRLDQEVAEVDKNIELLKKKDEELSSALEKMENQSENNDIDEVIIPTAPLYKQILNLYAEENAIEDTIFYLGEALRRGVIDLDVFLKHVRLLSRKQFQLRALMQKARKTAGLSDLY
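Tsg101 binding domain (10 uM final) was mixed with compound and a FITC-labeled PTAP peptide (50 nM final) in HEPES pH 7.5 buffer with NaCl, Tween 20, EDTA and TCEP; fluorescence polarization was read after 20 min at r.t.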
AT treatment: potential ataxia-telangiectasia treatments restoring KAP-1 phosphorylation. […] A-T fibroblasts, KAP-1 phosphorylation AlphaLISA; neocarzinostatin DNA damage 30 min before lysis. Potency, µM (highest dose often 57.5 µM), without a hit: at the highest dose activation, most hits filed as activators. 320,000 tested, 0.19% active; note: potency is the fitted concentration of half-maximal effect; % of control where 0% means no effect; nearly all actives have a fitted effect of over 45% in size
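hTERT-immortalized A-T patient fibroblasts ([…]), 500 cells/well in OPTI-MEM, 1% FBS, got compounds for 60 min, then NCS for 30 min at 37C. Lysates were then assayed for phospho-KAP-1 by AlphaLISA (anti-pKAP1 donor, anti-KAP1 acceptor beads), 6 hr at 25C.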
MLL CXXC-DNA inh: MLL CXXC-DNA interaction inhibition; Potency, µM (top dose mostly 115 µM), for the others: at the top dose activity change, negative = inhibition, most hits filed as inhibitors; Q03164; MLL-CXXC / FITC-HOXA9 DNA fluorescence polarization; 290,000 tested, 0.037% active; active = well fitted inhibition curve with a large enough effect in the polarisation, with a control signal flat, not every such curve was filed as active; inconclusive = small, poorly fitted or top-dose-only effect, or effect the other way, or a change in a side signal; inactive = no such curve, though single readings can be large or run the other way; the % refers to the polarisation; note: potency is the fitted concentration of half-maximal effect
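Steps: dispense CXXC domain solution (7 uM) → pin compounds or unlabeled HOX-A9 DNA control → 5 min ambient → add FLSN-HOX-A9 solution (50 nM) → spin → 30 min ambient → fluorescence polarization. Tris pH 7.5/NaCl/DTT/BSA buffer.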
S-ASM inh: inhibitors of human secretory acid sphingomyelinase; 340,000 tested, 0.006% active; placental ASM, HMU-PC fluorogenic substrate, 60 min; Potency, µM (titrated, usually from 57.5 µM), for inactives: at the top dose activity change, negative = inhibition, usual class: inhibitors; P17405; AID 504937; note: potency is the fitted concentration of half-maximal effect
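Steps: dispense placental human ASM, pin compound, wait 10 min at room temperature, add HMU-PC0 substrate at 9 uM final, incubate 60 min at 37 °C, add stop solution raising pH to 10, read fluorescence.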
TCR act: activators of T cell receptors; primary human leukocytes, anti-CD3, IL-2 HTRF, 48 h; 330,000 tested, under 10 active; Potency, µM (doses to about 9.22 µM), for the others: top-dose activation of IL-2 secretion, hits mostly activators; note: % of control where 0% means no effect
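Human primary leukocytes + a-CD3 beads + cpd, 48 hr; IL-2 in supernatant by HTRF (ex 320nm / em 665nm). No co-stimulatory signal supplied.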
TSHR antagonist: human thyrotropin receptor antagonism; P16473; TSHR-expressing cells, TSH-stimulated cAMP HTRF, 2 h; stronger effect = lower value; activity change, negative = inhibition, % at 11.5 µM; 330,000 tested, 0.2% active; AID 504810;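 active = activity change below a set negative limit, meaning inhibition stronger than a set level, cut at about -70% in these data; inconclusive = activity change between two set negative limits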; note: % is set by controls: 0 for no effect and ±100 for the full control effect
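Competitive HTRF cAMP read-out (cryptate anti-cAMP antibody, cAMP-d2; 30 min, room temperature) in freshly harvested TSHR cells. Compounds added before TSH at EC80 (4nM final), followed by 2 hours' incubation at 37 deg C.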
Mito fusion act: blocks mitochondrial division or promotes mitochondrial fusion | S. cerevisiae fusion-defective mutant growth rescue, CellTiterGlo 48 h | Potency, µM (series often up to 46.1 µM), for the others: at the top dose growth rescue (activation), most hits filed as activators | 320,000 tested, 0.23% active;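 note: potency is the fitted concentration of half-maximal effect; % of control where 0% means no effect; nearly all actives have a fitted effect of over 45% in size; temperature-sensitive fusion mutants such as fzo1-1 at 37 °C on non-fermentable ethanol glycerol medium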
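Compounds are tested for their ability to restore growth of mitochondrial fusion-defective yeast strains at non-permissive 37C in YPEG medium over 48 hours. Viability is quantified by luciferase luminescence.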
a7 integrin act: integrin-mediated muscular dystrophy alleviation activation | alpha7betagal myoblasts, beta-gal FDG fluorescence, 48 h | Potency, µM (top dose mostly 38.3 µM), for the others: at the top dose activation, usual class: activators | 350,000 tested, 0.064% active | AID 624291;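 note: potency is the fitted concentration of half-maximal effect; 100% = response of the positive control SU9516; nearly all actives have a fitted effect of over 60% in size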
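alpha7betagal+/- myoblasts (passage 13, 250/well) treated 48 h at 37C with compounds at 1:260 dilution of DMSO stock. Lysed, then beta-galactosidase activity read as FDG fluorescence (ex 480/em 540) after 30 min, with pre-read for autofluorescence.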
An asterisk follows results filed as active; ? = inconclusive; / = not tested or not shown; [ ] = remark or other dose. Unless noted, calls come from the whole dose curve; as a rule, active = well fitted curve in the direction sought with a large enough effect; inconclusive = small, poorly fitted or top-dose-only effect, or another doubt; inactive = no such curve, though single readings can be large; an effect the other way counts as inactive or inconclusive. Only part of the results is shown, so the mix of outcomes need not match the whole.

SMILES	MBNL1 CUG block	Menin MLL FP TR	TSG101-PTAP inh	AT treatment	MLL CXXC-DNA inh	S-ASM inh	TCR act	TSHR antagonist	Mito fusion act	a7 integrin act
O=C(COc1ccc(Br)cc1Br)NC(=S)N1CCCc2ccccc21	-1%	?	-2%	5%	6%	10%	-11%	2	2%	-26%
COc1ccc(NC(=O)CNS(=O)(=O)c2ccc(Cl)cc2)cc1	-5%	0%	0%	0%	1%	-2%	2%[46.1 µM]	-8	6%	-11%
Cc1nn(Cc2c(Cl)cccc2Cl)c(C)c1C(=O)NCc1ccc(C)n1C	-4%	-8%	-5%	/	-1%	-5%	26%	1	2%	-9%
CCn1c(=S)sc2c(=O)n(-c3ccccc3)c(SCC(=O)NCc3ccco3)nc21	17%	-10%	-6%	-6%	0%	-2%	2%	5	4%	-1%
COc1ccccc1OCCC(=O)OCC(=O)Nc1cc(S(=O)(=O)N2CCOCC2)ccc1Cl	-3%	-7%	-1%	-5%	-13%	-4%	-4%	-5	2%	0%
CCCCCC(=O)C(=O)c1ccc(O)cc1O	1%	2%	-5%	-14%	-5%	-1%	-8%	6	11%	10%
COc1cccc(C(C(=O)NC2CCCC2)N(Cc2cccnc2)C(=O)Cc2cccs2)c1 (stereo not drawn)	-6%	1%	-3%	1%	-11%	-2%	3%	10	-1%	15%
Cc1cc(/C(N)=N/OC(=O)c2ccccc2Cl)no1	/	/	3%	5%	-2%	-1%	8%	-2	-4%	3%
COc1ccc(OC)c(C(=O)NC(CC(N)=O)c2ccc(N3CCN(c4ccccc4)CC3)c([N+](=O)[O-])c2)c1 (stereo not drawn)	13%	?	-1%	-5%	-6%	-7%	-3%	5	0%	11%
COc1ccc(NC(=O)c2cc(-c3ccccc3)on2)cc1OC	-17%	16%	-1%	10%	-3%	-3%	1%	0	-2%	3%
COc1ccc(Cc2nnc(NS(=O)(=O)Cc3ccccc3)s2)cc1	-5%	?	-1%	-5%	0%	0%	2%	-8	4%	10%
COc1ccc(-n2c(=S)[nH]c3cc(C(=O)NCCCN4CCOCC4)ccc3c2=O)cc1OC	278%[activator]	1%	0%	2%	5%	9%	5%	1	-1%	15%
O=C(Cc1cccs1)N1CCN(S(=O)(=O)c2ccc(Br)cc2)CC1	11%	0%	1%	0%	1%	1%	5%	10	2%	0%
COc1ccccc1N1CCN(C(=O)C2C3C=CC4(CN(Cc5ccccc5Cl)C(=O)C24)O3)CC1 (stereo not drawn)	3%	-22%	-2%	-4%	4%	-2%	-3%	2	-3%	-2%
c1csc(-c2nn[nH]n2)c1	0%	-4%	-10%	2%	3%	2%	7%	4	-1%	-21%
O=[N+]([O-])c1ccc(Cl)c(S(=O)(=O)/N=C(/c2ccccc2)N2CCOCC2)c1	?	1%	-3%	-2%	-3%	-2%	1%	4	0%	-15%
CCNC(=S)NCc1ccco1	/	9%	0%	-3%	-2%	4%	8%[46.1 µM]	5	-2%	6%
O=c1ccc(-c2nc3ccccc3n2Cc2ccccc2Cl)c[nH]1	7%	-15%	0%	1%	-9%	-3%	10%	-4	2%	-6%
O=C(NC1CCCCC1)c1ccc(Cn2cc(Br)cn2)o1	0%	-1%	0%	/	-7%	7%	-6%	-17	9%	-10%
O=C(NCCc1ccc(F)cc1)c1ccc(Cl)c(S(=O)(=O)N2CCOCC2)c1	/	/	-4%	11%	/	-4%	-4%	-22	0%	-12%
COc1ccc(CC(=O)Nc2ccc(N3CCCCC3)cc2)cc1	/	23%	-1%	-4%	1%	4%	0%	18	2%	-19%
O=C(NCc1ccc(F)cc1)c1cccc(S(=O)(=O)N2CCCC2)c1	-10%	7%	-1%	5%	-7%	8%	1%	-1	0%	0%
CCCc1ccc(C2C3=C(CC(C)(C)CC3=O)NC3=C2C(=O)c2ccccc23)cc1 (stereo not drawn)	?	?	-3%	3%	2%	-28%	0%	-11	7%	2%
CC(=O)Nc1cccc2c1C(=O)N(c1cccc(OC(C)=O)c1)C2=O	/	6%	-5%	4%	12%	5%	8%	-4	-3%	-38%
Cc1ccccc1-c1nc(CS(=O)(=O)CC(=O)NC2CC2)c(C)o1	-3%	/	-1%	0%	7%	-2%	5%	23	-2%	-4%
O=C(O)CC1S/C(=N/N=C/C2CC=CCC2)NC1=O (stereo not drawn)	2%	-9%	2%	0%[11.5 µM]	7%	5%	/	-2	-1%	25%
CCN(CCCNC(=O)CCn1c(=O)[nH]c2ccccc2c1=O)c1cccc(C)c1	-1%	-13%	-3%	-4%	-4%	1%	/	-4	1%	-4%
CCN(C(C)=O)c1cnc(C=NNC(N)=S)c2ccccc12	/	/	0%	/	/	-3%	-3%	/	/	15%
CCc1nnc(NC(=O)CCC(=O)NC2CCCc3ccccc32)s1 (stereo not drawn)	/	-9%	2%	-4%	7%	4%	0%[46.1 µM]	4	-2%	13%
COCC(C)n1c(SCC(=O)NC(=O)NC2CCCC2)nc2ccccc2c1=O (stereo not drawn)	/	/	-1%	3%	/	-6%	5%	-2	11%	-53%[inhibitor]

Some of these compounds in order of molar mass, low to high:
SMILES	MBNL1 CUG block	Menin MLL FP TR	TSG101-PTAP inh	AT treatment	MLL CXXC-DNA inh	S-ASM inh	TCR act	TSHR antagonist	Mito fusion act	a7 integrin act
CCN(C(C)=O)c1cnc(C=NNC(N)=S)c2ccccc12	/	/	0%	/	/	-3%	-3%	/	/	15%
O=C(NCc1ccc(F)cc1)c1cccc(S(=O)(=O)N2CCCC2)c1	-10%	7%	-1%	5%	-7%	8%	1%	-1	0%	0%
CCN(CCCNC(=O)CCn1c(=O)[nH]c2ccccc2c1=O)c1cccc(C)c1	-1%	-13%	-3%	-4%	-4%	1%	/	-4	1%	-4%
COCC(C)n1c(SCC(=O)NC(=O)NC2CCCC2)nc2ccccc2c1=O (stereo not drawn)	/	/	-1%	3%	/	-6%	5%	-2	11%	-53%[inhibitor]

One compound at a time, as listed above. Order of screens: MBNL1 CUG block	Menin MLL FP TR	TSG101-PTAP inh	AT treatment	MLL CXXC-DNA inh	S-ASM inh	TCR act	TSHR antagonist	Mito fusion act	a7 integrin act
Cc1ccccc1-c1nc(CS(=O)(=O)CC(=O)NC2CC2)c(C)o1 in the list: -3%	/	-1%	0%	7%	-2%	5%	23	-2%	-4%
CCN(C(C)=O)c1cnc(C=NNC(N)=S)c2ccccc12 in the list: /	/	0%	/	/	-3%	-3%	/	/	15%
CC(=O)Nc1cccc2c1C(=O)N(c1cccc(OC(C)=O)c1)C2=O in the list: /	6%	-5%	4%	12%	5%	8%	-4	-3%	-38%
O=C(O)CC1S/C(=N/N=C/C2CC=CCC2)NC1=O (stereo not drawn) in the list: 2%	-9%	2%	0%[11.5 µM]	7%	5%	/	-2	-1%	25%

(cont.)
SMILES	MBNL1 CUG block	Menin MLL FP TR	TSG101-PTAP inh	AT treatment	MLL CXXC-DNA inh	S-ASM inh	TCR act	TSHR antagonist	Mito fusion act	a7 integrin act
CC(=O)c1ccc(N(CC(=O)NC2CCCCC2)C(=O)CNC(=O)c2ccco2)cc1	3%	/	-2%	9%	8%	-2%	-4%	4	-5%	9%
O=S(=O)(c1ccc(Cl)c(Cl)c1)N1CCc2nc3ccccc3n2CC1	-2%	3%	-1%	0%	29%	2%	-1%	-2	-6%	1%
CC(C)CC(=O)Nc1cc([N+](=O)[O-])ccc1Cl	?	-6%	0%	1%	8%	-3%	-4%	2	-2%	8%
Cc1ccccc1CNC(=O)CCNS(=O)(=O)c1ccc(OC(F)(F)F)cc1	/	/	-1%	3%	/	1%	5%	-12	-3%	5%
Brc1ccc(OCCCCCN2CCOCC2)cc1	-3%	-9%	-1%	10%	-2%	-2%	-8%	1	7%	-28%
CCOc1ccc(CCNC(=O)C(C)n2nc(C)c3c(C)n(-c4ccccc4)nc3c2=O)cc1 (stereo not drawn)	1%	/	-1%	-5%	1%	6%	6%	-8	-4%	-43%
